APP 5'UTR act: activates APP 5'UTR luciferase reporter. SH-SY5Y APP 5'UTR luciferase reporter, luminescence; zero percent = DMSO vehicle wells. activation, % at 2 µM. 1% of 190,000 active;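 active = activation above a set limit, based on mean plus 3 SD of controls, cut at about 140% in these data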; also: values of inactives mirror those of a sister screen read the other way
TLR4 MyD88 comp: TLR4-MyD88 interaction inhibition in cells; HeLa CL3-4 TLR4/MyD88 BLA complementation, FRET ratio; AID 861; 0.18% of 200,000 active; inhibition, % at 8.4 µM; in the data active = inhibition above about 25%;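 also: 0% = vehicle and 100% = reference inhibitor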
Target sequence (O00206 whole entry, looked up): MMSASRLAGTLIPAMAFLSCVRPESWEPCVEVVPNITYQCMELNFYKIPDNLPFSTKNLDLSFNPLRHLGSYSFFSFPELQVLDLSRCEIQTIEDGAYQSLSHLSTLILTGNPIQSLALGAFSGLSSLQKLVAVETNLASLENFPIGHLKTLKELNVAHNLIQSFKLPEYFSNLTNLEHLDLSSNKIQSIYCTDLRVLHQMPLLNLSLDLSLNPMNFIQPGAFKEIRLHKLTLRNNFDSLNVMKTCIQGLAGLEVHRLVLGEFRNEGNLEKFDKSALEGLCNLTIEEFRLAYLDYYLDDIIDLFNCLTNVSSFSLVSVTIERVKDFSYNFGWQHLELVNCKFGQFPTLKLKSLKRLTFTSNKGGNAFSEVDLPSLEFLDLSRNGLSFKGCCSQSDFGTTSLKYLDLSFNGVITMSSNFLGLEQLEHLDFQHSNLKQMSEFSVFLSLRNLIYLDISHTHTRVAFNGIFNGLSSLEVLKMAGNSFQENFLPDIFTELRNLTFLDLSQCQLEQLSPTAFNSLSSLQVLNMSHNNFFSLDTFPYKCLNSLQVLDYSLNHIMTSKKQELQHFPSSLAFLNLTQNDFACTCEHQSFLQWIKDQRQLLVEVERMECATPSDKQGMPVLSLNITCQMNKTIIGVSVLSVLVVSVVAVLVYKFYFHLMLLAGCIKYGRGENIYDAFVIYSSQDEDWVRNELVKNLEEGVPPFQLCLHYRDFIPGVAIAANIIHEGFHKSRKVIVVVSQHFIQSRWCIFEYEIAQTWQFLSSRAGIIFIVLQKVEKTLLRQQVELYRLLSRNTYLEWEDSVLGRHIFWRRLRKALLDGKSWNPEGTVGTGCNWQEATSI
Target sequence (Q99836 whole entry, looked up): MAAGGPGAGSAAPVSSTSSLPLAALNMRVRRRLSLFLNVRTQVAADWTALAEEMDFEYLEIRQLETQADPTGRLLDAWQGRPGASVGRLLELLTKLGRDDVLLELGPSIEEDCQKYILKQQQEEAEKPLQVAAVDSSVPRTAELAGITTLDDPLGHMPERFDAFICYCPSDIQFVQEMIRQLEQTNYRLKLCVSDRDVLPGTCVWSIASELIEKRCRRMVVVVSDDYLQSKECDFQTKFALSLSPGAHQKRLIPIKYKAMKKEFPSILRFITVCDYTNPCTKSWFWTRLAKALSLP
FLuc inhib CS: inhibits firefly luciferase, flagging false hits in luciferase inhibition screens; 1.5% of 200,000 active; inhibition, % at 10 µM; ATPLite firefly luciferase biochemical luminescence, 10 min; P08659;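 active = inhibition above about 50% when tested at 10 µM, limit read from the data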
G6PDH counter: inhibits Leuconostoc G6PDH, flagging false hits in G6PDH-based assays | Purified L. mesenteroides G6PDH, diaphorase/resazurin coupled fluorescence, 45 min | inhibition, % at 5 µM | 0.12% of 200,000 active; in the data active = inhibition above about 50%
Diaphorase act: counter-screen for diaphorase-based assays: diaphorase activators and chemical reducers; Diaphorase/resazurin coupled assay, resorufin fluorescence, 16 min; active compounds read high; 1 = vehicle wells, 0 = NADH-free wells; activation factor at 20 µM; 0.005% of 190,000 active; AID 1229;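 active = diaphorase activity raised at least twofold by the compound at 20 µM; inactive = activation factor below 2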
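Material: Purified diaphorase enzyme from Clostridium kluyveri | Buffer or medium: 50 mM HEPES pH 7.4 with 4.542 mM MgCl2, 0.005% Tween 20 | Times: 16 min enzyme reaction, ambient temperature | Signal: Red resorufin fluorescence at 544/590 nm excitation/emission | Measure: Increased resorufin signal from activators or reducing compounds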
NF-kB neuron act: NF-kB expression increase, human neuronal cells; NF-kB reporter expression; active compounds read high; fold change at 12.5 µM; 1.6% of 190,000 active; in the data active = fold change above about 3.3
Diaph inh CS: diaphorase inhibition or chemical oxidation counter-screen; inhibition, % at 20 µM; diaphorase resazurin-to-resorufin fluorescence, NADH, 16 min; bacterial (C. kluyveri) enzyme, not human; 0.69% of 190,000 active;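 active = primary screen inhibition at 20 µM above a set limit, cut at about 50% in these data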;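 also: plate controls were DMSO with full reaction for no effect and wells lacking NADH for full effect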
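material = Clostridium kluyveri diaphorase enzyme | amount = 0.14 U/mL diaphorase, enzyme working solution | schedule = incubation 16 min, room temperature | detection = fluorescence of resorufin formed from resazurin, Ex 544/Em 590 nm | benchmarks = positive control minus NADH, DMSO neutral control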
APP transl inh: APP translation inhibition; SH-SY5Y APP 5'UTR-luciferase reporter, luminescence; inhibition, % at 2 µM; 0.82% of 190,000 active;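 active = inhibition above a set limit, derived from the sample mean plus 3 SD, cut at about 45% in these data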; also: values of inactives mirror those of a sister screen read the other way
STAT1 act: activators of IFN-gamma induced STAT1 signaling. AID 932. NIH 3T3 STAT1-luciferase reporter, luminescence; 100% = IFN-gamma alone, no compound. 2.6% of 200,000 active. activation (% of control), % at 5.5 µM;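 active = activation above the screen-wide mean activation plus 3 SD, cut at about 130% in these data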;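 also: raw ratio to IFN-gamma control signal so 100% means no change and 0% no light; values of inactives mirror those of a sister screen read the other way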
FLuc act counter: affects firefly luciferase, flagging false hits in luciferase stimulation screens. ATPlite luciferase biochemical, luminescence, 10 min; 0 = ATP-free wells, 1 = DMSO control. activation factor at 10 µM. P08659. 200,000 tested, under 10 active;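 active = luciferase activation factor, scaled between plate controls, of at least 2 with compound at 10 µM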
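Assay system: Luciferase/luciferin detection reagent, cell-free biochemical luciferase assay / Read-out: luciferase activation / Benchmarks: No-ATP low control, compound-free enzyme-plus-ATP high control / Medium: PBS buffer for ATP / Detection: luminescence measurement of luciferase light output / Schedule: 10 min at ambient temperature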
Numbers without * were called inactive; nt = no result given.

SMILES	APP 5'UTR act	TLR4 MyD88 comp	FLuc inhib CS	G6PDH counter	Diaphorase act	NF-kB neuron act	Diaph inh CS	APP transl inh	STAT1 act	FLuc act counter
CC(C)(C)c1cc(CSC(=S)NC2CCS(=O)(=O)C2)c(Br)c(C(C)(C)C)c1 (centres undefined)	-16	1	-2	3	0.9	2	15	16	100	1
C=C(C)[C@@H]1CC=C(CN2CCC(N3CCC(C(=O)N4CCCC4)CC3)CC2)CC1	1	9	-7	16	0.9	0.81	6	-1	80	1.1
C/C(=N\NC(=S)NCc1ccccc1)c1ccccc1F	2	-1	-9	10	0.8	1.4	19	-2	106	1.1
CCOc1cc(N2CCOCC2)c(OCC)cc1NC(=O)Cc1ccccc1OC	8	0	-3	21	0.8	0.45	24	-8	99	1
Cc1ccc(S(=O)(=O)N2CCCOC2CNC(=O)C(=O)NCCc2c[nH]c3ccccc23)cc1 (centres undefined)	8	1	-7	14	0.9	0.7	13	-8	100	1.1
Brc1ccc(-c2nn3c(-c4ccncc4)nnc3s2)o1	nt	nt	-10	0	1	nt	2	nt	nt	1.1
CCOC(=O)N1CCN(S(=O)(=O)c2ccc(C(=O)NNc3nc4c(C)cc(C)cc4s3)cc2)CC1	21	4	-9	8	0.9	1.3	10	-22	111	1.1
CCC(C)NCCOCCOc1ccc(C)cc1Br (centres undefined)	12	3	-2	9	0.9	0.92	14	-12	102	1
CC(=O)c1c(C)[nH]c(C(=O)Nc2c(C)n(C)n(-c3ccccc3)c2=O)c1C	16	-1	-1	7	1.1	1.1	-9	-16	99	1
Cc1ccc(/C=N/NC(=O)c2cccc(S(=O)(=O)N3CCOCC3)c2)o1	-1	-4	-7	11	0.9	1.2	6	1	97	1.1
CCc1cccc(CC)c1-n1c(SCC(=O)N2CCc3ccccc3C2)nnc1-c1cccnc1	3	-4	-5	10	0.8	1.1	24	-3	104	1
COc1ccc(N2C(=O)CCC(C(=O)N3CCC(C(N)=O)CC3)C2c2ccc(F)cc2)cc1 (centres undefined)	5	-18	-9	1	1	1	4	-5	90	1.1
c1ccc(-c2ccccc2-c2nc(-c3ccncc3)no2)cc1	-3	0	-3	0	1	0.7	2	4	102	1
S=C(Nc1ccc(Oc2ccccc2)cc1)NC1CCCCCC1	17	-2	-3	1	0.8	1.1	23	-17	107	1
C=CCC1C=CCC(CC=C)N1C(=O)c1ccccc1[N+](=O)[O-] (centres undefined)	-2	-14	-7	-6	0.9	1	8	2	94	1.1
COC(=O)c1ccc(S(=O)(=O)NNC(=O)COc2ccc(C)cc2)cc1	-8	-17	-9	1	0.9	1.4	7	8	94	1.1
O=C1OC(Cc2ccccn2)C(O)=C1C1=NCCCN1 (centres undefined)	8	-1	2	4	0.9	1.4	6	-8	110	1
Cc1nc(NC(=O)C2CC2)sc1C	2	-7	2	-4	1.1	1.1	-9	-2	103	1
CCCc1cc(=O)oc2c(C)c3occ(C)c3cc12	-6	-16	-7	-1	0.9	0.99	14	6	110	1.1
Cc1cc(C)n(-c2nnc(C)n2/N=C/c2cc(Br)ccc2OCc2ccccc2)n1	37	4	0	-4	0.8	0.96	22	-37	107	1
O=C(/C=C/c1ccco1)NC(=S)Nc1ccccn1	89	-9	29	0	0.8	2.1	21	-90	118	0.7
Nc1nc(SCCOc2ccccc2)n[nH]1	3	-4	-2	-10	1	0.99	3	-3	107	1
CCOC(=O)c1[nH]c2c(c1-c1ccccc1)C(=O)CC(c1ccc(OC)c(OC)c1)C2 (centres undefined)	2	-4	-3	12	0.9	0.53	14	-2	90	1
CC(=O)N1N=C(c2ccc3ccccc3c2)OC1(C)C	-5	7	-2	-4	0.8	1	17	5	104	1
O=C1N/C(=N/Nc2ccccc2)S/C1=C\c1ccccc1	3	5	6	11	0.8	1.6	20	-3	94	0.9
CCN(CC)S(=O)(=O)c1ccc(Cl)nc1	13	2	-6	13	0.9	0.94	12	-13	106	1.1
N=c1nc(-c2ccccc2)ccn1O	2	20	-3	4	0.9	1.1	14	-2	102	1
COc1cccc(-c2nc(NC(C)C)c3ccccc3n2)c1O	4	-11	1	-14	0.7	0.36	27	-4	98	1
Cc1cccc2sc(NC(=O)CN(C)S(=O)(=O)c3cccs3)nc12	-1	-2	-3	-4	0.9	0.84	7	1	112	1
Cn1c(SCCOc2ccccc2F)nc2ccccc2c1=O	14	-2	0	-8	0.9	0.95	11	-14	104	1

Seven records picked at random from those above:
SMILES	APP 5'UTR act	TLR4 MyD88 comp	FLuc inhib CS	G6PDH counter	Diaphorase act	NF-kB neuron act	Diaph inh CS	APP transl inh	STAT1 act	FLuc act counter
CCN(CC)S(=O)(=O)c1ccc(Cl)nc1	13	2	-6	13	0.9	0.94	12	-13	106	1.1
Cn1c(SCCOc2ccccc2F)nc2ccccc2c1=O	14	-2	0	-8	0.9	0.95	11	-14	104	1
Cc1cccc2sc(NC(=O)CN(C)S(=O)(=O)c3cccs3)nc12	-1	-2	-3	-4	0.9	0.84	7	1	112	1
Nc1nc(SCCOc2ccccc2)n[nH]1	3	-4	-2	-10	1	0.99	3	-3	107	1
CCOC(=O)c1[nH]c2c(c1-c1ccccc1)C(=O)CC(c1ccc(OC)c(OC)c1)C2 (centres undefined)	2	-4	-3	12	0.9	0.53	14	-2	90	1
Cc1nc(NC(=O)C2CC2)sc1C	2	-7	2	-4	1.1	1.1	-9	-2	103	1
CCCc1cc(=O)oc2c(C)c3occ(C)c3cc12	-6	-16	-7	-1	0.9	0.99	14	6	110	1.1

The listing continues.
SMILES	APP 5'UTR act	TLR4 MyD88 comp	FLuc inhib CS	G6PDH counter	Diaphorase act	NF-kB neuron act	Diaph inh CS	APP transl inh	STAT1 act	FLuc act counter
Cn1c(=O)c2cc(S(=O)(=O)NCCC(=O)NCC3CCCO3)ccc2n(C)c1=O (centres undefined)	16	4	-2	5	0.8	1.2	15	-16	96	1
Cc1cccnc1NC(=O)c1ccc2nc(N)sc2c1	-10	1	5	8	0.9	1.4	8	10	97	1
CCN1CCN(Cc2c(O)ccc3c2O/C(=C\C=C\c2ccccc2)C3=O)CC1	-13	4	22	13	0.9	1.1	14	13	94	0.8
O=C(c1cc(-c2ccc3c(c2)OCO3)on1)N1CCN(c2ccc(F)cc2)CC1	6	-13	6	0	0.9	1	10	-6	98	0.9
COc1ccc(CONS(=O)(=O)c2ccc(NC(C)=O)cc2)cc1Cl	1	-10	-4	2	0.9	0.87	8	-1	103	1
O=C(CCN1C(=O)c2ccccc2C1=O)Nc1cccc(F)c1	-4	-10	-4	-5	0.8	1.2	19	4	99	1
O=C(Nc1cccc(S(=O)(=O)N2CCOCC2)c1)c1cc2c(s1)CCC2	11	-7	-2	3	0.8	0.83	15	-11	101	1
COC(=O)c1ccccc1NC(=O)c1cc(-c2ccc(O)cc2)on1	-10	-1	-10	2	0.9	1.7	14	10	106	1.1
COc1ccc(Cl)cc1NC(=O)C(C)OC(=O)c1ccc(NS(=O)(=O)c2ccc3[nH]c(=O)[nH]c3c2)cc1 (centres undefined)	4	0	-6	-16	0.7	0.97	27	-4	95	1.1
COc1cc(C(=O)Nc2ccc(Oc3ncnc4sc(-c5ccccc5)cc34)cc2)cc(OC)c1OC	13	-1	-3	-3	0.9	1.2	6	-13	105	1
Cn1c(=O)n(C)c2cc([N+](=O)[O-])c(N3CCN(S(=O)(=O)c4ccc5ccccc5c4)CC3)cc21	9	7	-9	-45	0.9	0.68	14	-9	101	1.1
CN(C(=O)c1ccncc1)c1nnc(-c2cccnc2)s1	4	-7	-6	2	0.9	1.3	14	-4	100	1.1
Cc1ccc(C(=O)NCC(=O)O)o1	9	-7	-7	-1	1	1.2	-2	-9	106	1.1
CCCCNS(=O)(=O)c1ccc2nc(SCC(=O)N3CC(C)OC(C)C3)[nH]c2c1 (centres undefined)	-9	1	-1	3	0.9	0.9	11	9	99	1
c1cncc(CNc2ncnc3sc4c(c23)CCCC4)c1	-6	-12	-2	0	0.9	1.1	7	6	97	1
CCn1cc(C(=O)NCc2ccc(C)o2)c2cc(OC)c(OC)cc2c1=O	13	-2	-5	-2	0.6	1.3	39	-13	101	1.1
COc1cc(C2CC(=O)c3c(ccc4ccccc34)N2)ccc1O (centres undefined)	23	-1	-5	-15	0.8	1.1	19	-23	93	1
COc1ccc(C2=NN(c3nc4ccccc4s3)C(=O)/C2=C\N(C)C)cc1	-1	-6	4	6	1	1.1	-5	1	103	1
C/C(=N/NC(=O)c1cc(Cl)ccc1O)C12CC3CC(CC(C3)C1)C2	6	2	37	3	0.9	1.5	14	-6	100	0.6
CC1NC(=O)N(C)[C@@H]2NC(=O)N(C)C(c3ccc([N+](=O)[O-])cc3)[C@@H]12 (some centres undefined)	-15	-2	-6	8	0.9	1.1	11	15	102	1.1
O=C(CNS(=O)(=O)c1ccc(Cl)cc1)OCC(=O)N1CCCc2ccccc21	7	-20	-7	-8	0.9	0.97	6	-7	93	1.1
CC(C)N=C(Nc1ccc(Cl)cc1)c1cccnc1	2	-3	-4	8	1	1.3	2	-2	100	1
Cc1cc(NC(=O)COC(=O)c2cccc(O)c2)no1	-1	-3	4	0	0.9	0.98	6	1	98	1
COc1ccc(/C=C/C(=O)Nc2cccc(N3CCOCC3)c2)cc1OC	-13	-15	6	-5	1	0.56	3	13	88	0.9
O=C(O)C1CSC(c2coc3ccccc3c2=O)N1 (centres undefined)	-9	-3	-4	8	0.8	1.2	19	9	94	1
CCCCOC(=O)C1CCCC(C)N1 (centres undefined)	2	-10	-6	8	1	0.89	0	-2	101	1.1
CCOC(=O)N/N=C/c1cc(C)n(-c2cccc3ccccc23)c1C	-10	4	-6	-3	0.8	1.2	18	10	92	1.1

Five compounds out of the list, ordered by formula weight, lowest first:
SMILES	APP 5'UTR act	TLR4 MyD88 comp	FLuc inhib CS	G6PDH counter	Diaphorase act	NF-kB neuron act	Diaph inh CS	APP transl inh	STAT1 act	FLuc act counter
CCCCOC(=O)C1CCCC(C)N1 (centres undefined)	2	-10	-6	8	1	0.89	0	-2	101	1.1
CC1NC(=O)N(C)[C@@H]2NC(=O)N(C)C(c3ccc([N+](=O)[O-])cc3)[C@@H]12 (some centres undefined)	-15	-2	-6	8	0.9	1.1	11	15	102	1.1
C/C(=N/NC(=O)c1cc(Cl)ccc1O)C12CC3CC(CC(C3)C1)C2	6	2	37	3	0.9	1.5	14	-6	100	0.6
CCn1cc(C(=O)NCc2ccc(C)o2)c2cc(OC)c(OC)cc2c1=O	13	-2	-5	-2	0.6	1.3	39	-13	101	1.1
COc1ccc(C2=NN(c3nc4ccccc4s3)C(=O)/C2=C\N(C)C)cc1	-1	-6	4	6	1	1.1	-5	1	103	1

Source: PubChem BioAssay (several laboratories)
